Compound activity deposited in PubChem BioAssay by Broad Institute.
Mtb BioA inh – BioA (M. tuberculosis) enzyme inhibition; purified M. tuberculosis BioA enzyme, plate reader; inhibition, % at 9.99 µM; 360,000 compounds, 0.096% hits; in the data active = inhibition above about 40%
Numbers without * were called inactive.

SMILES	Mtb BioA inh
C[C@H]1CN([C@@H](C)CO)C(=O)c2cc(NC(=O)Nc3ccccc3)ccc2O[C@H]1CN(C)S(=O)(=O)c1ccc(Cl)cc1	-0.3
C[C@H](CO)N1C[C@H](C)[C@H](CN(C)C(=O)Nc2cccc(F)c2)OCc2ccccc2-c2c(n(C)c3ccccc23)C1=O	-2.0
O=C(Nc1ccc(F)cc1)N1CCCCN2[C@H](CO)[C@H](c3ccc(-c4cccc(F)c4)cc3)[C@H]2C1	1.1
CN1c2ccc(-c3ccccc3)cc2[C@H]2[C@H](CCN2C(=O)CC2CC2)[C@H]1CO	20
C[C@@H]1CN([C@@H](C)CO)C(=O)c2cc(-c3ccc(F)cc3)cnc2O[C@@H]1CN(C)Cc1ccc(C(=O)O)cc1	-0.5
CC(C)C#Cc1cnc2c(c1)C(=O)N([C@H](C)CO)C[C@@H](C)[C@@H](CN(C)C(=O)c1ccc3c(c1)OCO3)O2	1.6
N#C[C@H]1[C@@H](c2ccc(C#CCC3CCCC3)cc2)[C@H](CO)N1C(=O)CN1CCOCC1	1.2
CCC(=O)N1[C@H](CN(C)C(C)=O)[C@H](c2ccc(-c3ccc(F)cc3)cc2)[C@@H]1CO	8.4
CC(C)CC#Cc1cnc2c(c1)C(=O)N([C@@H](C)CO)C[C@@H](C)[C@H](CN(C)C(=O)C1CCOCC1)O2	1.7
CCC(=O)Nc1ccc2c(c1)C(=O)N(C)C[C@H](OC)[C@H](C)CN(C(=O)C1CC1)[C@H](C)CO2	0.2
O=C(Cc1cccnc1)N[C@H]1CC[C@H](CCn2cc(-c3ccccc3F)nn2)O[C@H]1CO	-4.2
CN1C(=O)c2cc(NC(=O)c3ccccc3)ccc2OC[C@@H]2O[C@H](CC(=O)NC3CCCC3)CC[C@@H]21	-0.9
CC(C)c1cn(CC[C@H]2CC[C@@H](NC(=O)C3CCCCC3)[C@H](CO)O2)nn1	0.1
CO[C@H]1CN(C)C(=O)c2ccc(NC(=O)Nc3ccccc3)cc2OC[C@H](C)N(C(C)=O)C[C@H]1C	-0.7
O=C(C[C@@H]1C=C[C@@H](NC(=O)CN2CCOCC2)[C@H](CO)O1)NCCc1ccccc1	-3.8
C=CCNC(=O)[C@H]1[C@@H]2C(=O)O[C@@H](c3ccccc3)[C@@H](c3ccccc3)N2[C@@H](c2ccc(OCCO)cc2)[C@]12C(=O)N(C(=O)OCCOC)c1ccc(C#Cc3ccc(OC)cc3)cc12	-1.6
Cc1noc(C)c1S(=O)(=O)Nc1ccc2c(c1)C(=O)N([C@@H](C)CO)C[C@@H](C)[C@H](CN(C)Cc1ccc(Cl)c(Cl)c1)O2	0.6
O=C(NC1CCCC1)N1CCCCN2[C@H](C1)[C@H](c1ccc(/C=C/c3ccccc3)cc1)[C@@H]2CO	-1.0
C[C@@H]1CN([C@H](C)CO)C(=O)c2cc(N(C)C)ccc2O[C@@H](C)CCCCO[C@@H]1CN(C)Cc1ccccc1	-0.4
O=C(C1CCCC1)N1C[C@H]2[C@@H](c3ccccc31)[C@@H](CO)N2C(=O)c1ccccc1F	3.7
CCC(=O)N1C[C@H](C)[C@H](OC)CN(C)C(=O)c2ccc(NC(=O)c3ccc(F)cc3)cc2OC[C@@H]1C	-0.5
Cc1ccc(S(=O)(=O)Nc2ccc3c(c2)CC(=O)N([C@H](C)CO)C[C@@H](C)[C@H](CN(C)CC2CCCCC2)O3)cc1	-1.4
COc1ccc(S(=O)(=O)N[C@@H]2C=C[C@@H](CC(=O)NCc3ccccc3F)O[C@H]2CO)cc1	-1.1
C[C@@H]1CN([C@@H](C)CO)C(=O)Cc2cc(NC(=O)Cc3ccccc3)ccc2O[C@@H]1CN(C)C(=O)Nc1ccc(F)cc1	-3.5
C[C@@H]1CN([C@@H](C)CO)C(=O)c2cccc(NS(=O)(=O)c3cccs3)c2O[C@H]1CN(C)C(=O)Nc1ccc2c(c1)OCO2	0.6
CCC(=O)N1[C@H](C(=O)N(C)C)[C@@H](CO)[C@@H]2Cn3c(ccc(-c4ccc(F)cc4)c3=O)[C@@H]21	0.2
C[C@H](CO)N1C[C@H](C)[C@@H](CN(C)C(=O)c2ccncc2)OCCCC[C@H](C)Oc2ccc(NC(=O)Cc3ccccc3)cc2C1=O	1.7
C[C@@H]1CCCCO[C@H](CN(C)C(=O)Nc2ccc3c(c2)OCO3)[C@H](C)CN([C@@H](C)CO)C(=O)c2cc(NC(=O)CCC(F)(F)F)ccc2O1	-1.7
CO[C@H]1CN(C)C(=O)c2cc(NC(C)=O)ccc2OC[C@@H](C)N(C(=O)CC2CC2)C[C@@H]1C	1.3
CC(C)C#Cc1ccc2c(c1)O[C@@H](CN(C)C(=O)c1ccccc1)[C@@H](C)CN([C@H](C)CO)S2(=O)=O	0.8
C[C@@H]1CN([C@H](C)CO)C(=O)c2cc(-c3ccc(F)cc3)cnc2O[C@@H]1CN(C)CC1CCOCC1	-0.8
C[C@H](CO)N1C[C@H](C)[C@H](CN(C)C(=O)c2ccccc2)OCCCC[C@H](C)Oc2ccc(NC(=O)Nc3ccc(F)cc3)cc2C1=O	-5.7
CCC(=O)Nc1ccc2c(c1)C(=O)N(C)[C@H]1CC[C@H](CC(=O)N[C@@H](C)c3ccccc3)O[C@H]1CO2	-2.1
CN(C)CC(=O)N1[C@H](C(=O)NC2CCC2)[C@@H](CO)[C@@H]2Cn3c(ccc(-c4cccc(F)c4)c3=O)[C@@H]21	1.3
COc1ccc(NC(=O)Nc2ccc3c(c2)C(=O)N([C@H](C)CO)C[C@@H](C)[C@H](CN(C)S(=O)(=O)c2ccc(Cl)cc2)OCCCC[C@H](C)O3)cc1	-1.1
CO[C@@H]1CN(C)C(=O)c2cc(NC(=O)c3ccc(F)cc3)ccc2OC[C@H](C)N(C(=O)c2ccc(F)cc2)C[C@H]1C	-1.3
O=C(N[C@@H]1C=C[C@@H](CC(=O)N2CCCCC2)O[C@H]1CO)c1ccc2c(c1)OCO2	-3.1
O=C(C[C@H]1CC[C@H]2[C@@H](COC[C@H](O)CN2C(=O)c2cnccn2)O1)NCc1ccc(Cl)cc1	-1.2
O=C(C[C@H]1C=C[C@H](NC(=O)c2ccncc2)[C@H](CO)O1)NCC1CCCCC1	-5.3
COCC(=O)Nc1ccc2c(c1)[C@@H]1C[C@H](CC(=O)NCc3ccccc3F)O[C@H](CO)[C@@H]1O2	-0.6
C[C@@H]1CN([C@@H](C)CO)C(=O)Cc2cc(NS(C)(=O)=O)ccc2O[C@@H]1CN(C)C(=O)Nc1ccccc1	2.2
C[C@@H]1CN([C@@H](C)CO)C(=O)Cc2cc(NC(=O)CCN3CCOCC3)ccc2O[C@H]1CN(C)CC1CC1	-3.3
Cc1noc(C)c1S(=O)(=O)Nc1ccc2c(c1)C(=O)N([C@H](C)CO)C[C@H](C)[C@H](CN(C)Cc1ccc(-c3ccccc3)cc1)O2	-1.3
COc1ccc(S(=O)(=O)Nc2cccc3c2O[C@H](CN(C)C(=O)Nc2cccc4ccccc24)[C@H](C)CN([C@@H](C)CO)C3=O)cc1	0.3
CC(C)NC(=O)N(C)C[C@@H]1OCCCC[C@@H](C)Oc2ccc(NC(=O)CCCN(C)C)cc2C(=O)N([C@H](C)CO)C[C@H]1C	-1.3
O=C(C[C@@H]1CC[C@@H]2[C@H](COC[C@H](O)CN2Cc2ccccc2F)O1)N1CCc2ccccc2C1	1.5
C[C@H]1CN([C@@H](C)CO)S(=O)(=O)c2ccc(C#Cc3cccc(F)c3)cc2O[C@H]1CN(C)S(=O)(=O)c1cn(C)cn1	-0.2
C[C@@H]1CN([C@@H](C)CO)C(=O)c2cc(C3=CCCCC3)cnc2O[C@H]1CN(C)C(=O)c1ccc2c(c1)OCO2	9.9
C[C@H](CO)N1C[C@H](C)[C@H](CN(C)Cc2ccc(Cl)c(Cl)c2)Oc2ccc(NS(=O)(=O)c3cn(C)cn3)cc2C1=O	9.1
CCCNC(=O)C[C@@H]1CC[C@H]2[C@H](COc3ccc(NC(=O)c4cc(F)cc(F)c4)cc3C(=O)N2C)O1	2.4
C[C@@H]1CN([C@H](C)CO)C(=O)Cc2cc(NC(=O)Nc3ccc(C(F)(F)F)cc3)ccc2O[C@@H]1CN(C)C(=O)Nc1ccccc1	1.8
C[C@H](CO)N1C[C@H](C)[C@@H](CN(C)C)Oc2ccc(NC(=O)NC3CCCCC3)cc2CC1=O	-2.8
O=C(Cc1ccccn1)N1[C@@H](CO)[C@@H]2c3ccccc3NC[C@@H]21	-1.5
O=C(C[C@@H]1CC[C@@H](NC(=O)C2CCOCC2)[C@@H](CO)O1)Nc1ccc(-c2ccccc2)cc1	-1.1
COc1ccc(S(=O)(=O)Nc2ccc3c(c2)C(=O)N([C@@H](C)CO)C[C@@H](C)[C@@H](CN(C)Cc2ccc(C(=O)Nc4ccccc4N)cc2)O3)cc1	4.8
CCC(=O)N(C)C[C@H]1Oc2cc(C#CC(C)C)ccc2S(=O)(=O)N([C@H](C)CO)C[C@@H]1C	1.3
O=C(CN1CCOCC1)N1CCCCN2[C@H](CO)[C@@H](c3ccc(C#Cc4ccccc4F)cc3)[C@H]2C1	0.2
C[C@H](CO)N1C[C@H](C)[C@H](CN(C)S(=O)(=O)c2ccc(F)cc2)OCCCC[C@H](C)Oc2ccc(NC(=O)c3ccccc3)cc2C1=O	-2.1
CN(C)CC(=O)Nc1ccc2c(c1)[C@@H]1C[C@H](CC(=O)N3CCN(C)CC3)O[C@H](CO)[C@@H]1O2	0.2
COCC(=O)N(C)C[C@H]1Oc2cc(-c3cncnc3)ccc2S(=O)(=O)N([C@@H](C)CO)C[C@H]1C	-0.8
Following part.
SMILES	Mtb BioA inh
COC(=O)[C@H]1[C@H](CO)[C@H]2Cn3c(ccc(-c4ccccc4OC)c3=O)[C@H]2N1CC1CCCC1	0.5
O=C(C[C@@H]1C=C[C@H](NC(=O)c2cccnc2)[C@@H](CO)O1)NCc1ccc(Cl)c(Cl)c1	0.6
COC(=O)[C@@H]1[C@@H](CO)[C@@H]2Cn3c(ccc(C4=CCCCC4)c3=O)[C@H]1N2C(=O)Cc1ccccn1	0.1
CCCC(=O)Nc1ccc2c(c1)OC[C@@H](C)N(C(=O)c1ccccn1)C[C@H](C)[C@H](OC)CN(C)C2=O	1.4
CNC(=O)C[C@H]1CC[C@H]2[C@H](COc3ccc(NC(=O)Nc4ccccc4)cc3C(=O)N2C)O1	2.1
O=C(N[C@@H]1C=C[C@@H](CC(=O)N2CCN(c3ccccc3)CC2)O[C@@H]1CO)c1ccncc1	-0.8
C[C@H](CO)N1C[C@H](C)[C@H](CN(C)C(=O)CCN2CCCCC2)Oc2ncc(C#CCN(C)C)cc2C1=O	4.6
O=C(C[C@@H]1C=C[C@H](NC(=O)c2ccccn2)[C@H](CO)O1)NCc1cccc(F)c1	-2.9
Cc1cc(C(=O)Nc2cccc3c2O[C@H](CN(C)C(=O)Nc2cccc4ccccc24)[C@H](C)CN([C@H](C)CO)C3=O)n(C)n1	0.6
O=C(CN1CCOCC1)N[C@@H]1CC[C@H](CCn2cc(C3CC3)nn2)O[C@@H]1CO	-2.6
CCCC(=O)Nc1ccc2c(c1)C(=O)N(C)C[C@@H](OC)[C@@H](C)CN(CCC)[C@@H](C)CO2	-1.4
CCC(=O)N(C)C[C@@H]1Oc2cc(C#CC3CCCCC3)ccc2S(=O)(=O)N([C@@H](C)CO)C[C@@H]1C	2.2
Cc1ccc(S(=O)(=O)Nc2ccc3c(c2)CC(=O)N([C@@H](C)CO)C[C@@H](C)[C@@H](CN(C)S(=O)(=O)c2ccc(Cl)cc2)O3)cc1	-0.2
CC(=O)NC[C@@H]1[C@H](c2ccccc2)[C@@H](CO)N1C(=O)Cc1cccnc1	7.5
CNC[C@@H]1Oc2ccc(NC(=O)Cn3cnnn3)cc2C(=O)N([C@H](C)CO)C[C@@H]1C	-0.5
OC[C@H]1[C@@H](c2ccc(-c3ccc(F)cc3)cc2)[C@H]2CN(Cc3cccnc3)CCCCN21	-7.1
Cc1cccc(S(=O)(=O)N2CC[C@@H]3[C@@H](CO)Nc4ccc(C#Cc5ccc(F)cc5)cc4[C@@H]32)c1	0.3
Cc1noc(C)c1NC(=O)Nc1ccc2c(c1)C(=O)N([C@@H](C)CO)C[C@H](C)[C@@H](CN(C)Cc1ccc(-c3ccccc3)cc1)O2	-2.6
C[C@@H]1CN([C@H](C)CO)C(=O)c2cc(NC(=O)c3ccncc3)ccc2O[C@@H]1CN(C)S(=O)(=O)c1ccccc1	3.5
C=CCNC(=O)[C@H]1[C@@H]2C(=O)O[C@@H](c3ccccc3)[C@@H](c3ccccc3)N2[C@@H](c2ccc(O)cc2)[C@]12C(=O)Nc1ccc(C#CC3=CCCCC3)cc12	-2.1

Only part of the results is shown; the hit share may differ from the screen's.
